Source: PubChem BioAssay
aSyn UTR inh – MLPCN primary screen, SNCA 5' untranslated region. alpha-synuclein 5'UTR reporter, inhibitor activity. inhibition, % (tested at 7.5 µM). actives 0.82% (n = 300,000). AID 1813, 2009; in the data active means inhibition above about 60%; inconclusive means no clear call, values can overlap the other calls;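 further: H4 neuroglioblastoma cells stably carrying SNCA 5'UTR luciferase fusion; 0% = DMSO wells and 100% = positive control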
HIF activator – HIF pathway transcriptional activators, primary screen, cell-based, U2OS HRE-luciferase, luminescence; U2OS HRE-luciferase reporter; normalized: DMSO 0%, desferrioxamine 100%; activation, % at 7.5 µM (by protocol); actives 0.32% (n = 300,000);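 active means mean activation of at least 10% of the iron chelator positive control signal, with at least half of replicates also reaching 10%; inconclusive means mean and replicate majority disagree about reaching 10%; inactive means mean and most replicates under 10%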
SKKanGAS inh – S. pyogenes SKKanGAS growth inhibitors in kanamycin, primary screen, streptokinase expression inhibitor project, SKKanGAS strain, BacTiter-Glo luminescence; actives 1.3% (n = 300,000); 6 h; inhibition, % at 7.5 µM;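 active means mean replicate score, as percent of positive control median, at least 50; inconclusive means mean below 50 but one replicate at or above 50; inactive means mean and every replicate below 50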;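 further: strain carries kanamycin resistance gene driven by streptokinase promoter and grows in 40 µg/ml kanamycin; loss of luminescence reflects streptokinase promoter inhibition or plain growth inhibition; 0% = median of DMSO wells and 100% = positive control at its reference dose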
AI-2 QS mod – Vibrio harveyi AI-2 quorum sensing modulators, primary screen, JMH597 strain, luminescence/OD600 ratio. actives 0.4% (n = 300,000). Vibrio harveyi JMH597 AI-2 luminescence/OD600 ratio, 9 h; active compounds read low; strain lacks LuxN and CqsS sensors; 0 = neutral-control median. activity change, % at 7.5 µM; in the data active means activity change below about -75%, passing the limit was not always enough; inconclusive means no clear call, values can overlap the other calls;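 further: luminescence divided by OD600 gain over 9 h not by final OD600 alone; inactives centre near 13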
HSF-1 act – HSF-1 activators, primary screen, NIH3T3-HGL cells, MG132 stress, luminescence, single point; NIH3T3-HGL HSF-1 luciferase reporter, 8 h; 100% = twice DMSO control signal; activation, % at 9 µM; actives 1.7% (n = 300,000); AID 504408, 2011;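 active means mean replicate activation of at least 50% with a set share of replicates each reaching 50%; inconclusive means only one of those two conditions met; inactive means mean below 50% and too few replicates reaching it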;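 further: 0% = median of the neutral control wells and 100% = twice that signal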
KLF5 inh – KLF5 expression inhibitors, primary screen, DLD-1 cells, luminescence | DLD-1 KLF5 promoter-luciferase reporter | inhibition, % at 5 µM | actives 0.23% (n = 290,000) | AID 1700, 2009;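 active means inhibition above a per-plate limit of that plate's mean compound inhibition plus 3 SD, cut at about 60% in these data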;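 further: 0% = DMSO wells and 100% = LY294002 at 200 µM; higher means less KLF5 promoter-driven luciferase light; inactives centre near -14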
HSP90 refold inh – HSP90 inhibitors, primary screen, cell lysate, luminescence | AID 1789, 2009 | inhibition, % at 5.6 µM | actives 0.91% (n = 290,000) | Rabbit reticulocyte lysate, luciferase refolding luminescence, 3 h;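 active means inhibition above the screen-wide mean plus 3 SD, computed separately per campaign, cut at about 16% in these data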;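 further: 0% = DMSO wells and 100% = 60 µM geldanamycin wells; inhibitors lower the luminescence because luciferase stays unfolded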
IEC-6 cytotox – cytotoxicity in IEC-6 intestinal epithelial cells, primary screen, cytotoxicity control for KLF5 inhibitor project, cell-based, luminescence; IEC-6 cytotoxicity, luminescence viability; inhibition, % at 5 µM; actives 0.78% (n = 290,000); AID 1825, 2009; in the data active means inhibition above about 22%;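 further: 0% = plate median of test compound wells and 100% = cytotoxic reference compound wells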
Platelet DG rel – inhibitors of platelet dense granule secretion, primary screen, cell-based, MLPCN, human platelets; human platelet-rich plasma, SFLLRN dense granule ATP release, luminescence; inhibition, %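 (compounds screened at 7.5 µM in platelet-rich plasma)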; actives 0.22% (n = 300,000);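 active means mean replicate score, as percent of positive control, at or above 50; inconclusive means mean below 50 but at least one replicate at or above 50; inactive means mean and every replicate below 50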
HSF1 inh – HSF1 inhibitors in luciferase reporter cells, primary screen, cell-based, NIH3T3, luminescence. NIH3T3-HGL HSE-luciferase, MG132-induced, luminescence 8 h; active compounds read low. activity change, negative = inhibition, % at 7.5 µM (by protocol). actives 0.77% (n = 300,000);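 active means more than half of replicate wells show activity change below -50%, luminescence cut by over half; inconclusive means some wells, but at most half, below -50%; inactive means no replicate well below -50%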;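 further: luciferase reports HSF-1 transcriptional activity via heat shock element; 0% = median of DMSO wells and -100% = zero luminescence signal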
Active calls of the source: *; u = inconclusive; x = not tested or not shown.

SMILES	aSyn UTR inh	HIF activator	SKKanGAS inh	AI-2 QS mod	HSF-1 act	KLF5 inh	HSP90 refold inh	IEC-6 cytotox	Platelet DG rel	HSF1 inh
O=C(Nc1cc(C(=O)N2CCCC2)ccc1N1CCCC1)C1CC1	-10	0.1	-10	7	-12	21	2	4	-3	-5
Cc1ccnc(N2CCC(C(=O)Nc3ccc(Oc4ccccc4)cc3)CC2)n1	3	-0.6	-5	8	-3	-14	-1	2	3	-5
Cc1ccc2c(COC(=O)c3c(C)noc3C)cc(=O)oc2c1	-3	0.1	-2	8	4	-19	-2	1	10	16
Cc1ccc(S(=O)(=O)N2CCOCC2)cc1NC(=O)c1cc(-c2ccccn2)nc2ccccc12	0	-0.3	-6	20	-4	-42	3	-8	-3	5
O=C(Nc1nnc(C(F)(F)F)s1)c1ccc(N2C(=O)C3C4C=CC(C4)C3C2=O)cc1 (centres undefined)	-7	0.2	6	16	9	-39	2	2	9	3
COc1ccccc1C(=O)COC(=O)CNC(=O)c1ccc(Br)o1	-10	-0.3	20	9	-1	x	x	x	-2	-4
Cc1ccc2c(c1)-c1c(cnn1CC(=O)O)CO2	18	-0.3	-14	30	16	-6	-2	-1	-2	3
Cc1ccn(C(C)CC(=O)N2CCc3ccccc32)n1 (centres undefined)	3	0.1	1	21	2	-15	-6	-3	-4	6
Fc1ccccc1CSc1nc2ccccc2[nH]1	-52	1.2	3	-24	71*	-114	5	5	-9	33
CCOC(=O)C1CCN(CC(=O)c2c(C)n(C)c3ccc(OC)cc23)CC1	4	-0.2	-3	5	-2	-25	0	2	5	-1
COc1ccc(OCC(=O)Nc2cc(-c3nn4c(C)nnc4s3)ccc2C)cc1	21	-0.2	-8	13	5	6	0	-3	0	-7
CC(=O)n1cc([C@H]2C=C(C(=O)Nc3ccccc3)O[C@@H](OCCCCO)C2)c2ccccc21	-1	0.0	13	4	-54	-3	-2	7	13	-40
COc1cc(NC(=O)c2cccc3c2C(=O)N(Cc2cccnc2)C3)cc(OC)c1OC	29	0.0	-9	44	-10	-46	-5	1	10	-6
CSc1ccccc1OCc1cc(C(=O)NC2CCOC2)no1 (centres undefined)	-59	2.8	4	2	26	-69	-5	-2	-6	12
CC(C)C(C(=O)Nc1ccccc1)N1C(=O)c2ccccc2C1=O (centres undefined)	16	-0.3	0	10	-8	12	3	-9	9	-1
COc1ccc(Nc2nc(-c3cc4cccc(OC)c4oc3=O)cs2)cc1	-83	0.7	10	24	12	16	2	4	23	9
CCOC(=O)CN1CC23C=CC(O2)C(C(=O)NC2CCCCC2)C3C1=O (centres undefined)	-11	-1.2	-3	15	-92	-55	3	2	-1	-89*
COc1ccc(N(CC2CO2)S(=O)(=O)c2ccc(C)cc2)cc1 (centres undefined)	13	-9.6	-16	x	26	0	-2	2	-9	-3
CCc1cc(=O)oc2c3c(cc(OCC(=O)NC4CC4)c12)OC(C)(C)CC3	13	0.4	-8	17	-7	-3	4	13	-1	0
CCCCC(NS(=O)(=O)c1ccc(OC)cc1)C(=O)O (centres undefined)	-1	0.4	-2	26	-4	-3	-1	-5	-3	-11
CN(C(=O)CSc1nnnn1-c1ccc(O)cc1)C1CCS(=O)(=O)C1 (centres undefined)	-7	0.0	15	-2	-3	8	2	11	3	-7
O=C(Nc1cc(Cl)cc(Cl)c1)C(c1ccccc1)N1CCCCC1 (centres undefined)	-18	-0.4	4	11	20	12	0	-7	-5	-1
Cc1cc(C(=O)N/N=C/c2ccc(-c3cccc(Br)c3)o2)n[nH]1	-10	-1.0	-6	20	5	8	2	5	3	7
CNc1nc(OC)nc(N(C#N)CN2C(=O)c3ccccc3S2(=O)=O)n1	-8	-0.3	u	37	48	-14	3	-3	3	32
COCCNC(=S)N/N=C/c1ccc(-c2ccc([N+](=O)[O-])cc2)o1	0	0.0	-14	31	20	-34	2	3	-5	5
COc1ccc(C(=O)Cn2ccsc2=NC(C)=O)cc1	-5	-0.2	4	20	10	-9	-3	-2	1	2
O=C(c1ccc(Cl)cc1)N1CCN(c2ccc([N+](=O)[O-])c(NCc3cccnc3)c2)CC1	42	1.2	3	10	23	-32	2	-6	0	0
CCOC(=O)c1c(N)sc2c1CCSC2	17	0.1	4	33	8	-18	-6	-1	-4	-1
CC(=O)C1=C(C)NC(SCC(=O)Nc2nc3ccccc3s2)=C(C#N)C1c1ccc(Cl)cc1 (centres undefined)	1	-0.6	13	13	20	-14	-1	0	9	5
S=C(NCCSCc1ccc(Cl)cc1Cl)Nc1ccccc1	0	-0.5	56*	12	52*	-28	0	3	x	35
COc1ccc(-c2nnc3n2CCCCC3)cc1OC	20	-0.5	-3	11	-6	-14	2	-2	5	-6
O=C(NCc1ccccc1)N1CCN(c2ccc(Cl)c(Cl)c2)CC1	-39	0.1	-3	35	-14	-28	3	3	7	-12
O=S1(=O)CC/C(=N/Nc2ccccn2)c2cc(F)ccc21	2	0.1	-3	6	-7	-15	-2	0	5	-1
CC1CC2(CCCC2)N(C(=O)c2ccccc2)Cc2ccccc21 (centres undefined)	-6	-0.3	0	11	10	-20	3	-4	7	-6
CC(=O)Nc1cc(-c2ccc(Cl)cc2)[nH]n1	-141	4.7	-1	5	26	-113	2	2	-4	8
CCOC(=O)c1nnn(-c2nonc2N)c1CNc1ccc(C)c(Br)c1	11	-1.9	6	23	8	-34	4	-3	5	1
N#Cc1c(NC(=O)c2cnccn2)sc2c1CCCC2	-128	5.7	-6	12	20	-70	-8	-1	6	18
N=c1c(S(=O)(=O)c2ccccc2)cc2c(=O)n3ccccc3nc2n1C1CCCC1	22	0.4	10	25	3	5	5	3	-35	-2
COc1ccccc1-c1nnc(-c2ccc(F)cc2)o1	-122	1.5	-11	25	39	x	x	x	-3	2
COc1ccc(NC(=O)CSc2nnnn2C)c([N+](=O)[O-])c1	3	-0.2	4	25	x	-13	-2	-3	-4	x
Cc1ccc(-n2c(N)c(S(=O)(=O)c3ccccc3)c3nc4ccccc4nc32)cc1	-6	0.2	14	-1	10	-21	4	-3	-7	1
CC(C)=CC(=O)Nc1ccc(OCc2ccccc2)cc1	-55	3.4	-14	-83*	4	-46	-5	3	-5	12
O=C(NN1C(=O)C2C(C1=O)C1C=CC2C12CC2)c1ccncc1 (centres undefined)	4	0.4	5	16	-5	-4	-3	-3	-3	-2
O=C(Nc1cccc(S(=O)(=O)N2CCOCC2)c1)C(c1ccccc1)N1CCCCC1 (centres undefined)	-9	0.6	-8	-4	-3	-3	-2	4	-4	-10
Cc1nn(C)cc1S(=O)(=O)N1CCN(Cc2ccc(F)cc2Cl)CC1	3	-0.6	-15	34	36	-1	2	5	-8	9
COCC(=O)NNC(=S)Nc1cccc(C)c1C	12	-1.2	6	16	6	-4	-2	1	2	2
COc1ccc(-n2nc(C(=O)NCC(=O)N3CCCC3)c3ccccc3c2=O)cc1Cl	29	-0.1	0	13	-14	9	2	6	5	-8
O=C(NCc1ccco1)c1nnc(Cc2ccc(Cl)cc2)o1	19	0.3	-6	10	-27	6	0	1	-12	-10
Cc1ccc(CNC(=O)C2(S(=O)(=O)c3ccccc3)CC=CC2)cc1	-114	-2.7	0	27	31	-123	-3	6	-10	21
CC1CCCCN1S(=O)(=O)c1ccc(NC(=O)c2ccco2)cc1 (centres undefined)	16	-0.2	-1	1	0	-23	3	2	4	0
New compounds follow.
SMILES	aSyn UTR inh	HIF activator	SKKanGAS inh	AI-2 QS mod	HSF-1 act	KLF5 inh	HSP90 refold inh	IEC-6 cytotox	Platelet DG rel	HSF1 inh
CCc1nc(SCC(=O)NNC(=O)C2CCCCC2)c2ccccc2n1	2	-0.1	4	29	21	-4	-1	1	1	7
Cc1nc(SCc2nc3ccccc3[nH]2)c2oc3ccccc3c2n1	-16	0.0	20	14	33	-9	0	8	-2	3
CC(C)c1ccc2nc(N)sc2c1	-107	2.6	-5	18	25	-79	-3	-6	18	10
CCCN(CCC)C(=O)c1ccc2c(c1)N(Cc1ccccc1)C(=O)CS2=O (centres undefined)	-25	0.3	-8	16	8	-13	-2	0	0	-5
CC(=O)c1cc(-c2ccccc2)n(CC(=O)Nc2cc(C)cc(C)c2)c1C	10	-1.8	3	23	5	3	0	6	26	4
Cc1noc(C)c1CSc1nnc2n(-c3ccccc3)c(=O)c3ccccc3n12	4	-0.2	6	0	0	x	x	x	-3	3
COc1ccccc1C(=O)Nc1ccc(S(=O)(=O)N2CCCCC2c2cccnc2)cc1 (centres undefined)	8	-0.4	-1	29	4	-27	1	0	5	3
COc1ccc(C(=O)CSc2nnc(-c3cc4ccccc4cc3O)n2Cc2ccco2)cc1	17	-1.3	43	31	-50	-7	5	-1	-2	-36
COc1ccc(N(CC(=O)Nc2ccc(C)c(F)c2)S(=O)(=O)c2c(C)noc2C)cc1	-2	0.6	2	17	13	-5	-1	1	-8	1
O=C(CSc1nnnn1C1CCCCC1)Nc1nc2c(s1)CCCC2	-11	-0.1	21	12	7	4	-1	-3	4	13
CCOC(=O)c1cnc2c(C)cc(C)cc2c1NCCCN1CCOCC1	1	-22	13	-6	-1	-32	-1	9	-3	-1
Cc1cc(OC(C)C(=O)NCCCN2CCOCC2)c2c(C)cc(=O)oc2c1 (centres undefined)	-10	0.0	3	17	10	3	-4	1	4	2
O=C1c2cccc(OCC(=O)N3CCCc4ccccc43)c2CCN1Cc1ccccc1	29	-0.1	18	38	9	-3	0	-1	-4	6
O=C(/C=C/c1ccccc1[N+](=O)[O-])NCCCn1ccnc1	-48	0.5	-5	14	7	-6	-4	2	-10	-4
CCN(CC)CCn1c(=N)n(CC(O)COc2ccccc2)c2ccccc21 (centres undefined)	-31	0.3	1	-3	3	-14	4	-2	-1	4
CC(=O)c1ccc(NC(=O)C2C3C=CC(C3=C(c3ccccc3)c3ccccc3)C2C(=O)O)cc1 (centres undefined)	18	-0.6	47	19	-22	32	0	3	2	-10
O=C(c1ccco1)N1CCC(N2CCN(c3ccccc3)CC2)CC1	-3	0.5	2	8	-2	-9	-2	-4	-13	0
CCOC(=O)c1sc(NC(=O)CCN2CCCCCC2)c(C(=O)OCC)c1C	0	0.3	4	4	193*	0	-1	-3	5	153
COc1cc(C(=O)Nc2nnc(CC(=O)NCc3ccccc3)s2)cc(OC)c1OC	13	0.3	3	26	3	-22	5	1	-6	-1
COc1cc(C(c2c(C)[nH][nH]c2=O)c2c(C)[nH][nH]c2=O)ccc1OCc1ccc([N+](=O)[O-])cc1	-146	2.7	-18	16	205*	-34	8	3	9	140
